# High-throughput results as filed in PubChem BioAssay.
# Rpn11 block: inhibitors of human proteasome Rpn11; O00487; human 26S proteasome, Ub4-pepOG fluorescence polarization; 20S core pre-blocked with epoxomicin; calls only at 20 µM; 360,000 tested, 0.59% active;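 active means inhibition at 20 µM, scaled to each plate's controls, above about 33%, limit read from the data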
# Target sequence (O00487 whole entry, looked up): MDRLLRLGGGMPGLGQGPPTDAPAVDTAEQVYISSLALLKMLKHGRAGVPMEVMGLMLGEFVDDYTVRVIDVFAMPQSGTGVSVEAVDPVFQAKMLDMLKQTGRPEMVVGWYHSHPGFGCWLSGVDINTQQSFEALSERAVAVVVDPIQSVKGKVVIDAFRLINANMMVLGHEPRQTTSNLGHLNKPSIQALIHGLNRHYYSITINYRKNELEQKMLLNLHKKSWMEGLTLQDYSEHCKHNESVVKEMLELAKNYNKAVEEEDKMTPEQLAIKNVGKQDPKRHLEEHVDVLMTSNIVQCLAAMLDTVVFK
# PABP1 MLLE inh: blocks PAM2 peptide binding to the PABP1 MLLE domain. inhibition, % at 20 µM. 360,000 tested, 0.36% active. GST-MLLE / FITC-PAM2 fluorescence polarization. P11940; in the data active means inhibition above about 35%, passing the limit was not always enough;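 further: plate controls were DMSO wells with GST-MLLE for no effect and wells lacking GST-MLLE protein for full effect; some results filed as inactive read as strong as hits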
# NadD inh: NadD (S. aureus) enzyme inhibition. inhibition, % at 20 µM. 360,000 tested, 0.78% active. purified NadD enzyme, colorimetric absorbance read-out; in the data active means inhibition above about 26%; further: some compounds past the cut are filed as inactive
# STEP inh: inhibitors of human striatal-enriched phosphatase STEP; P54829; recombinant STEP, OMFP fluorogenic substrate, fluorescence; inhibition, % at 20 µM; 360,000 tested, 0.25% active;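 active means inhibition at 20 µM, scaled per plate between control wells, above about 37%, limit read from the data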;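 further: 0% = DMSO with enzyme and substrate and 100% = substrate only without enzyme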
#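 Assay system: isolated STEP enzyme / Timing: 20 min at room temperature, dark / Doses: 20 µM, 1% DMSO / Technique: fluorescence intensity, excitation 480 nm, emission 540 nm / Reagent: fluorogenic phosphatase substrate OMFP at 25 µM final / Measure: percent inhibition scaled to no-enzyme and uninhibited-enzyme controls, plate-pattern corrected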
# CSN deneddyl inh: blocks human CSN-mediated cullin deneddylation; Q92905; 360,000 tested, 0.38% active; inhibition, % at 12.5 µM; Purified CSN, SCF-Nedd8-OG deneddylation, fluorescence polarization;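 active means pattern-corrected inhibition above about 35%, with an unprinted fluorescence ratio check between 0.5 and 1.5, limit read from the data, passing the limit was not always enough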;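 further: 0% = enzyme with substrate and 100% = substrate without enzyme; some results filed as inactive read as strong as hits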
# Target sequence (Q92905 whole entry, looked up, one chain of several): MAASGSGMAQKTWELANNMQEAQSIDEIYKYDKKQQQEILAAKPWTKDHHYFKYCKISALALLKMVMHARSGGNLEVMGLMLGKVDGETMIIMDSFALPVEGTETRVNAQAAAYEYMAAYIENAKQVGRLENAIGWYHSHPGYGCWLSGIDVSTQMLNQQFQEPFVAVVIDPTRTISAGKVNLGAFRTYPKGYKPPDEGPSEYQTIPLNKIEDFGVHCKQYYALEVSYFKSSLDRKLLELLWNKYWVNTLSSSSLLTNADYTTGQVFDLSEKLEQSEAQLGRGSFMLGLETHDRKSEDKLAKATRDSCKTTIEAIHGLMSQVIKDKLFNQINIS
#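 Test system: Human Csn5 produced in HEK293T cells | Compound: 12.5 µM single point | Times: 90 min, room temperature | Signal: Fluorescence polarization readout | Read-out basis: % inhibition of substrate cleavage by Csn5 | Controls: no-enzyme wells high, enzyme-with-substrate wells low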
# Tb MetRS inh: Trypanosoma brucei MetRS inhibition; purified T. brucei MetRS, ATP depletion, Kinase-Glo luminescence; inhibition, % at 11.9 µM; 360,000 tested, 0.4% active;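 active means inhibition above a per-plate cutoff of the control wells' mean inhibition plus 3 SD, cut at about 5.5% in these data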;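 further: 0% = DMSO wells median and 100% = median of wells with control inhibitor compound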
#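 assay system = parasite MetRS enzyme | timing = 15 min preincubation, 2 h reaction, all 25 °C | evaluation = percent inhibition relative to median high and low control wells | medium = HEPES buffer containing pyrophosphatase, BSA, spermine, DTT | compound = single dose, 11.9 µM final nominal, 0.9% final DMSO | detection = Kinase-Glo luminescence, ATP depletion format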
# SUMO1 PPI mod: SUMO1-SIM interaction modulation; SUMO1 binding to a labelled peptide, TR-FRET, 1 h; inhibition, % at 20 µM; 360,000 tested, 0.33% active; AID 602429; in the data active means inhibition above about 37%
# Target sequence (P63165 whole entry, looked up): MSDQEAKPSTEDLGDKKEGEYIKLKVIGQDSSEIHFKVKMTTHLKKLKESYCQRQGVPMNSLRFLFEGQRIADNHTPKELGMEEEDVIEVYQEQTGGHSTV
# Scp-1 inhibitor: inhibitors of human Scp-1 phosphatase; Recombinant Scp1, phosphopeptide, malachite green phosphate absorbance; inhibition, % at 20 µM; 340,000 tested, 0.88% active;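 active means inhibition above about 50% at 20 µM, limit read from the data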;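 further: plate controls were DMSO wells with enzyme for no effect and wells lacking enzyme for full effect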
# Target sequence (Q9GZU7 76-261 limits assumed): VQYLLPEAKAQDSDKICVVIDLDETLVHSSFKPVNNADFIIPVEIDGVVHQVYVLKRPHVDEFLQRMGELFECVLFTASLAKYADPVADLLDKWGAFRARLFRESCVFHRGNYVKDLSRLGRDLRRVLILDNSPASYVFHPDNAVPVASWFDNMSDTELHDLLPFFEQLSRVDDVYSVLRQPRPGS
#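 Material: truncated SCP-1 phosphatase (76-261aa) / Buffer or medium: 50 mM Tris acetate pH 5.5, 0.005% Tween-20, 10 mM MgCl2 / Compound dosing: one concentration, 20 µM, with 1.0% DMSO / Incubation: 45 min room-temperature reaction, 5 min colour, 30 min stabiliser / Detection: colorimetric free-phosphate detection, absorbance 630 nm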
# DNMT1 block: blocks human DNA methyltransferase DNMT1. DNMT1 molecular beacon, Hinp1I cleavage, fluorescence. P26358. inhibition (reported as % activation of signal), % at 10 µM. AID 588458. 360,000 tested, 0.83% active; in the data active means inhibition above about 50%
# LMPTP block: LMPTP (human) inhibition; P24666; recombinant LMPTP-A, OMFP fluorogenic substrate, fluorescence intensity; inhibition, % at 20 µM; 360,000 tested, 0.22% active;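 active means compounds that cut the enzyme signal by at least half of the control window in the single-dose screen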;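 further: plate controls were DMSO wells with enzyme plus substrate for no effect and substrate without enzyme for full effect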
#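 Test system – LMPTP-A enzyme · Amount – LMPTP-A at 0.625 nM final in the reaction · Buffer or medium – Bis-Tris pH 6.0, DTT, detergent · Reagent – OMFP 400 µM · Doses – single 20 µM dose · Schedule – reaction 50 min, room temperature, dark · Detection – fluorescence intensity of OMFP turnover product · Evaluation – percent inhibition versus substrate-only and uninhibited controls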
# * = called active by the depositor; i = inactive; . = no result given.
SMILES,Rpn11 block,PABP1 MLLE inh,NadD inh,STEP inh,CSN deneddyl inh,Tb MetRS inh,SUMO1 PPI mod,Scp-1 inhibitor,DNMT1 block,LMPTP block
Cc1ccc(OCC(=O)N2CCCc3ccccc32)cc1,i,19,0,0,-4,-0.2,-2,1,1,-0.6
O=C(COC(=O)C1CC1)Nc1cccc(Cl)c1,i,-8,-3,0,-3,0.2,-1,.,1,-0.6
Cc1ccccc1NC(=O)COC(=O)[C@@H]1CCCN1C(=O)c1cccs1,i,10,2,0,-2,0.2,-4,2,1,-0.6
Cc1cc(Cl)ccc1OCC(=O)Nc1ccncc1,i,10,-6,2,0,2.6,-2,-5,-3,0.3
CCCCn1c(Oc2ccc(C(=O)OC)cc2)nc2c1c(=O)n(C)c(=O)n2C,i,3,5,2,-2,-0.1,-2,-2,3,0.1
Cc1cc(C)n2nc(CNS(=O)(=O)c3ccc(CC(C)C)cc3)nc2n1,i,-16,4,0,-3,0.1,3,-17,4,-0.8
CC1CN(CC(=O)NN=C(c2ccccc2)c2ccccc2)CC(C)O1 (stereo not given),i,8,-7,0,7,-0.7,0,-12,5,0.1
CCCCOc1ccc(C(=O)N/C(=C/c2cccc([N+](=O)[O-])c2)C(=O)O)cc1,i,2,6,0,-2,0.4,-14,3,-2,1.3
O=S(=O)(NCc1ccccn1)C(F)(F)F,i,-12,-1,0,-3,0.4,0,-3,13,-0.6
COc1ccc(S(=O)(=O)n2nc(OC(=O)C3CCCCC3)cc2N)cc1,i,-3,0,-5,0,-0.1,4,-9,12,2.1
CC(C)CC(c1nnnn1CC1CCCO1)N1CCN(C2CCCC2)CC1 (stereo not given),i,3,-2,-4,-8,-0.9,-1,-1,0,-7.9
Cc1nn(-c2ccccc2)c(Cl)c1C(=O)NC1CCCCC1,i,-4,-4,0,-9,-1.1,-2,1,4,-0.2
Cn1c(N)c(Sc2ccc(F)cc2)c(=O)n(C)c1=O,i,1,-3,-1,2,-1.5,1,-1,3,0.3
COc1ccc(S(=O)(=O)/N=C2\C=C(NS(=O)(=O)c3ccccc3)C(=O)c3ccccc32)cc1,i,5,25,-1,-2,0.0,14,9,-5,0.5
O=C(CCC1CCCN(C(=O)c2cc(F)ccc2F)C1)N1CCN(c2ccccn2)CC1 (stereo not given),i,3,0,-2,-6,-0.2,-1,.,-2,-0.9
Cc1sc(=NC(=O)c2ccco2)n(C)c1-c1ccc(Cl)cc1,i,-6,6,0,4,-0.5,-11,-3,-5,2.0
Cc1cc(C(=O)NCC(=O)OC(C(=O)Nc2cc(C(F)(F)F)ccc2Cl)c2ccccc2)ccc1[N+](=O)[O-] (stereo not given),i,-4,2,5,-1,-1.0,-3,-12,0,3.8
CCN(CC)c1ccc(/C=N/Nc2nc3ccccc3[nH]2)cc1,i,-89,14,1,1,-0.2,-2,-5,-11,3.6
COc1cc(Cl)cc(C#N)c1OCC(=O)O,i,5,-5,-1,-2,-0.9,7,-5,7,-1.3
CCCC(=O)OCC(=O)Nc1ccc2c(c1)OCO2,i,11,-2,-3,3,-0.9,8,-9,-5,0.4
COCc1nnc(NC(=O)CCCCCN2C(=O)c3ccccc3C2=O)s1,i,2,-6,-2,-11,-0.5,-8,0,-2,-3.1
CC(C)C(=O)Nc1nnc(Cc2c[nH]c3ccccc23)s1,i,-5,7,2,2,0.1,-1,-5,0,-0.7
O=C(CCn1c(=O)oc2cc(Cl)ccc21)Nc1ccc(O)cc1,i,-3,-2,0,6,-0.6,-1,-1,4,0.2
CCc1cc(=O)oc2c3c(cc(OCC(=O)NCCCCCC(=O)O)c12)OC(C)(C)CC3,i,-17,-4,-2,-2,-0.1,4,-4,0,-0.8
CCOC(=O)[C@]12CCC=C1N(CCC1=CCCCC1)C(=O)[C@H](CC(=O)NCc1cccc(C(F)(F)F)c1)C2,.,.,-2,.,0,-0.6,0,.,.,1.1
# Going on with the list.
SMILES,Rpn11 block,PABP1 MLLE inh,NadD inh,STEP inh,CSN deneddyl inh,Tb MetRS inh,SUMO1 PPI mod,Scp-1 inhibitor,DNMT1 block,LMPTP block
CC1CCN(C(=O)COC(=O)c2ccc(=O)n(Cc3ccccc3)n2)CC1,i,-10,-2,-1,6,-0.7,-11,-8,1,-0.8
O=C1NC(=S)SC1=Cc1ccc2c(c1)OCO2,i,5,4,-3,5,-0.2,9,-7,5,1.0
COc1cc(-c2cnc3c(NC=O)cc(-c4cccc(C(F)(F)F)c4)cn23)cc(OC)c1OC,i,-16,6,-2,5,-0.1,15,.,-6,3.0
O=C(CNC(=O)c1ccccc1F)NCc1ccncc1,i,11,1,-3,-5,-0.1,1,47,-5,0.1
Nc1ccc(Sc2nnnn2-c2ccccc2)c(Cl)c1,i,4,-5,0,-3,0.0,3,-8,-6,-0.6
CCc1ccccc1S(=O)(=O)Cc1ccc(C(=O)NCCc2ccccc2)o1,i,-1,-7,0,-1,-0.1,4,-9,-1,0.4
O=C(NC1CCCC1)C1C2C=CC(C2)C1C(=O)N1CCOCC1 (stereo not given),i,-4,8,-2,0,-1.0,-2,14,0,-0.7
COc1ccc(C(=S)N2CCOCC2)cc1OC(=O)c1ccc(C)cc1,i,-7,-6,1,1,0.3,-4,-8,-2,1.0
CN1CCc2c(sc(/N=C/c3cc(Cl)ccc3O)c2C#N)C1,i,-49,2,4,23,-0.5,-1,-13,-12,6.6
O=C(O)CS(=O)(=O)CC(=O)NCc1cccc(C(F)(F)F)c1,i,1,3,2,1,0.2,2,-6,-1,-2.4
C=CCN1C(C(=O)c2ccccc2)=C(OC(=O)COc2ccccc2)c2ccccc2S1(=O)=O,i,19,0,1,-2,0.0,0,-24,2,-0.6
N/C(=N\OC(=O)c1ccc(Cl)cc1Cl)c1ccc(Cl)cc1,i,-5,11,0,-6,-1.1,2,-5,10,-0.5
Cc1cn(CC(=O)NCc2ccc3c(c2)OCO3)c(=O)[nH]c1=O,i,6,-4,-3,3,0.1,6,-4,0,-1.0
O=C(Nc1ccc(F)c(Cl)c1)c1cc(C2CCCCN2C(=O)c2ccccc2)on1 (stereo not given),i,17,-5,3,-2,0.3,2,.,0,3.5
COc1ccc(CNC(=O)C(c2cccs2)N(C(=O)c2csnn2)C2CC2)cc1 (stereo not given),i,5,-2,-1,-1,0.4,-2,-11,-2,-0.3
O=C(C1CC(=O)N(c2ccc(F)cc2)C1)N1CCN(c2ccc(F)cc2)CC1 (stereo not given),i,11,-2,0,-1,-0.9,-2,0,5,0.4
Cc1ccc(CN(Cc2ccc(C)o2)C(=S)NCC(=O)O)cc1,i,-39,-6,-2,-7,-1.2,2,0,4,-2.5
COC(=O)c1c(N)sc(Cc2ccccc2)c1C,i,21,-2,1,-2,0.0,6,-10,-16,-0.2
COc1cc(NC(=S)NC2CC(C)(C)NC(C)(C)C2)cc(OC)c1,i,24,-3,-2,2,-1.4,-2,6,4,0.0
CCOc1cc(C(=O)NC(CC(=O)O)c2ccc(OC3CCCC3)cc2)cc(OCC)c1OCC (stereo not given),i,4,0,3,0,0.0,4,2,-2,0.3
CCC(=O)N1CCN(c2ccc(Cl)cc2NC(=O)c2ccc(Br)o2)CC1,i,-8,0,0,6,-0.6,-3,-2,5,-0.5
O=c1/c(=C/c2ccc(O)cc2)sc2n1CCCN=2,i,4,-3,-2,2,-0.2,-20,-4,3,-1.8
COc1ccccc1N1CCN(C(=O)c2ccc3nc(-c4ccco4)c(-c4ccco4)nc3c2)CC1,i,13,26,-2,-4,-1.0,-10,-2,-10,2.8
COc1cc(S(=O)(=O)NC2CCCC2)c(OC)cc1Cl,i,19,1,-2,2,0.1,0,0,-2,-0.2
Cc1onc(-c2ccccc2Cl)c1C(=O)NC(=S)NCc1cccnc1,i,32,4,0,-2,-0.5,-1,-1,1,-1.7

# Sorted by heavy-atom count (largest number first): part of the list above.
SMILES,Rpn11 block,PABP1 MLLE inh,NadD inh,STEP inh,CSN deneddyl inh,Tb MetRS inh,SUMO1 PPI mod,Scp-1 inhibitor,DNMT1 block,LMPTP block
CCc1ccccc1S(=O)(=O)Cc1ccc(C(=O)NCCc2ccccc2)o1,i,-1,-7,0,-1,-0.1,4,-9,-1,0.4
CC1CCN(C(=O)COC(=O)c2ccc(=O)n(Cc3ccccc3)n2)CC1,i,-10,-2,-1,6,-0.7,-11,-8,1,-0.8
O=C(CNC(=O)c1ccccc1F)NCc1ccncc1,i,11,1,-3,-5,-0.1,1,47,-5,0.1

# Following part.
SMILES,Rpn11 block,PABP1 MLLE inh,NadD inh,STEP inh,CSN deneddyl inh,Tb MetRS inh,SUMO1 PPI mod,Scp-1 inhibitor,DNMT1 block,LMPTP block
COc1cc(O)c2c(c1)OC(c1ccc(O)cc1)CC2=O (stereo not given),i,-11,-1,-1,1,-1.4,6,-4,-10,0.0
COc1ccc(Cl)c2sc(N(CCN(C)C)C(=O)C3=COCCO3)nc12,i,15,-9,0,1,-0.2,-1,91*,0,0.2
CCOC(=O)C(=O)Nc1nc(-c2ccc3c(c2)CCN3C(=O)C2CC2)c(C)s1,i,17,7,4,2,-0.1,-9,-2,3,1.5
CCOC(=O)c1cccc(NC(=O)CCn2nnc3ccccc32)c1,i,-5,-3,-1,3,1.5,2,-3,-2,-1.0
CCc1nc2ccc(C(=O)Nc3ccc(OC)c(OC)c3)cn2c1N(CC)Cc1cccc(Br)c1,i,-10,5,2,4,-0.3,1,.,-18,1.8
CCOc1cc(C(=S)N2CCOCC2)cc(Br)c1OS(=O)(=O)c1ccccc1,i,23,-2,10,1,-0.2,-3,-10,-10,3.2
Cc1cc(C)n(-c2cc(N3CCN(S(=O)(=O)c4ccc5ccccc5c4)CC3)ccc2[N+](=O)[O-])n1,i,-13,50*,4,4,0.7,-6,13,-9,4.3
Nn1c(SCC(=O)NCc2ccccc2)nnc1C1CC1,i,27,-5,-4,1,-1.4,1,-2,-2,-2.3
CC(C)/C(=N\NC(=O)Nc1ccccc1)c1ccccc1,i,-2,-6,-8,-2,0.9,0,0,6,-0.3
Cc1nn2c(NCC(C)C)c3c(nc2c1-c1ccccc1)CCC3,i,6,1,-4,-1,0.0,3,6,8,-0.6
O=C(O)c1ccc(S(=O)(=O)NN=Cc2c[nH]c3ccccc23)cc1,i,-23,0,-3,-1,0.1,5,.,4,-1.3
CCCCNC(=O)CN(c1ccc(Cl)c(Cl)c1)S(C)(=O)=O,i,-6,2,4,-2,0.0,1,-3,3,-0.1
